PV pol inh = inhibitors of poliovirus RNA polymerase binding and polymerization; % elongation, % (compound at 16.7 µg/mL); AID 588519; poliovirus polymerase elongation, fluorescence polarization; active compounds read low; hit rate 0.66% among 150,000; in the data active = % elongation below about 90%; note: some results filed as inactive read as strong as hits
Target sequence (P03300 1749-2209 limits assumed): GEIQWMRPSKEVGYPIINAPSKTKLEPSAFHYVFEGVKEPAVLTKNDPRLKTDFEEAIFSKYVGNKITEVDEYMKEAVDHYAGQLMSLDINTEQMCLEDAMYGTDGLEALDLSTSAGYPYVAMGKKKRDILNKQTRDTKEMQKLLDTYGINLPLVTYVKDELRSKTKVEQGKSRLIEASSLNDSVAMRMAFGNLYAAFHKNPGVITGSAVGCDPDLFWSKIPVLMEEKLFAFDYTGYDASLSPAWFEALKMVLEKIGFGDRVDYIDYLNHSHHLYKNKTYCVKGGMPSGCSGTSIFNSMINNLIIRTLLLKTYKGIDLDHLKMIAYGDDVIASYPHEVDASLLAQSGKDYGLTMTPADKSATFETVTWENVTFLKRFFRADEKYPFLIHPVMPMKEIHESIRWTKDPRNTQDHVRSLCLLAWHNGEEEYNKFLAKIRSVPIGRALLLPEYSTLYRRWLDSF
PV pol inh FP z-score = also measured in PV pol inh; calls as there; z-score; measured here: FP z-score; hits read low
The depositor's hits bear a star; & = joins results of further samples.

structure	PV pol inh FP z-score	PV pol inh
Cc1c(C(=O)N2CCN(c3ccccc3F)CC2)sc2nc3n(c(=O)c12)CCCC3	1.2	104
CCCCn1c(SCc2nnc(-c3cccs3)o2)nc2cc(S(N)(=O)=O)ccc21	-1	98
O=C(CSc1ncn[nH]1)NCc1ccccc1	-0.5	98
COc1ccccc1N1CCN(CCCCNC(=O)c2ccco2)CC1	0	102
CCc1ccc(NCc2cc3ccc(OC)cc3n(CC(=O)Nc3c(C)cc(C)cc3C)c2=O)cc1	0.2	107
Cc1ccc(F)cc1N1C(=O)COCC1=O	-1.1	95
COCCCNC(=O)c1ccc(Cn2c(=O)c3ccccc3n(Cc3ccccc3C)c2=O)cc1	-1.4	101
Cc1ccc(-c2[nH]c(-c3ccc(F)cc3)nc2SCC(=O)NCC2CCCO2)cc1 (stereo not drawn)	-0.3	101
CC(C)c1ccc(NC(=O)COC(=O)C2CCCCC2)cc1	-0.1	101
c1ccc2sc(CSC3=NCCN3)nc2c1	0.1	103
CN1CCN(CC(=O)N/N=C/c2ccc(F)c(F)c2)CC1	-0.3	98
CN(C)c1ccc(C(=O)Nc2sc(Nc3ccccc3)nc2C(N)=O)cc1	0.3	110
COCCNC(=O)Nc1ccc2c(c1)nc(C)n2C	0.7	103
C=CCN1C(=O)c2ccc(C(=O)OCC(=O)Nc3ccccc3OC)cc2C1=O	0.1	103
O=C(Cn1ncc2c1-c1ccccc1OC2)N1CCC2(CC1)OCCO2	0.5	101
COc1cc(C2Nc3ccccc3-c3cc(C)nn32)ccc1O (stereo not drawn)	0	104
O=C(COc1ccccc1O)NCCO	-0.1	101
CC(=O)N(Cc1cccc(Br)c1)c1ccc2oc(-c3ccc(C)cc3)nc2c1	-0.2	101
Cc1cc(N/C=C2/C(=O)c3sccc3N(Cc3cccc(F)c3)S2(=O)=O)no1	0.2	103
Cn1cnc2c(=O)oc3ccc(S(=O)(=O)NC4CCCC4)cc3c21	-0.6	101
CCOC(=O)c1c(O)cc(C)cc1Nc1ccccc1	0.1	102
CNCC(=O)N(C)c1c(N)n(Cc2ccccc2)c(=O)[nH]c1=O	0.2	104
CN(c1ccccc1)S(=O)(=O)Cc1ccccc1	0.1	105
CC1=C(c2ccccn2)Oc2ccccc2O1	-0.6	101
CCOC(=O)c1cc(S(=O)(=O)NC(C)CC)cn1C (stereo not drawn)	-0.6	101
COc1ccc(NC(=O)NCc2c(-n3cccc3)sc3c2CCCC3)c(OC)c1	0.1	108
Cc1ccc(CNC(=O)CNS(=O)(=O)c2cccs2)cc1	1.6	114
Clc1ccc(CSc2nc3ncccc3[nH]2)cc1	-0.3	109
CCOC(=O)C1CCN(Cc2nc3ccccc3c(=O)n2-c2ccc(OCC)cc2)CC1	0.6	103
O=S(=O)(NCC(c1ccco1)N1CCOCC1)c1cc(F)ccc1F (stereo not drawn)	-0.9	103
CN(C(=O)c1ccccc1)c1nc(-c2ccccc2)cs1	0.2	102
COc1ccc2c(c1)c1c(c(=O)n(-c3ccccc3C)c(=O)n1Cc1ccccc1C)n2C	0.8	111
COC(=O)c1ccc(S(=O)(=O)Nc2ccc(N3CCOCC3)cc2)n1C	0.7	106
Cc1ccc(C)c(NC(=O)CN2C(=O)CSc3nc(C)cc(C)c32)c1	-0.1	107
O=C(O)CC(NC(=O)Nc1ccccc1)c1ccsc1 (stereo not drawn)	0.8	108
O=C(Nc1c(C(=O)N2CCC(N3CCCCC3)CC2)oc2ccccc12)c1c(F)cccc1F	0.1	106
CC1CC(CN)CC(CO)C1 (stereo not drawn)	-0.1	101
COc1ccccc1NC(=O)c1ccccc1NS(=O)(=O)N1CCCC1	0.1	104
NC(=O)NCc1ccco1	0.2	104
CCCNC(=O)C1CCN(Cc2cc3ccccc3n2Cc2ccccc2)CC1	0.4	108
COc1ccccc1Cc1nc2ccccc2nc1SCC(=O)Nc1ccccc1C(F)(F)F	-0.2	105
c1csc(-c2noc(CCCN3CCNCC3)n2)c1	-0.1	103
COc1ccc(C2(C(=O)NCC3CCCO3)CCOCC2)cc1 (stereo not drawn)	0.2	101
Cc1ccc(C(C)C)c(OCCCCn2ccnc2)c1	-1.1	98
Cc1cccc(NS(=O)(=O)c2cccc(C(=O)OC(C)C(N)=O)c2)c1 (stereo not drawn)	0.2	103
CCOC(=O)c1cnc2c(c(C)nn2C)c1NCc1ccco1	1	105
CC(C)c1nc(-c2c(N)n(C)c(=O)n(C)c2=O)sc1C(=O)C(C)(C)C	0	102
CCCC1CCC(c2ccc(OC(=O)c3ccco3)cc2)CC1 (stereo not drawn)	0.6	104
CCc1ccc(NC(=O)N2CCOc3ccccc32)cc1	0.8	103
CC(C)c1nnc(NC(=O)C(C(C)C)N2C(=O)c3ccccc3C2=O)s1 (stereo not drawn)	-0.2	100

Other results follow.
structure	PV pol inh FP z-score	PV pol inh
Cc1ccc(NC(=O)CC2S/C(=N/N=C/c3cccs3)NC2=O)cc1 (stereo not drawn)	-1	97
CC(C)(C)N(Cc1ccccc1)C(=O)C1COc2ccccc2O1 (stereo not drawn)	0.2	102
CCOc1ccc(-n2c(=O)c3c(C)c(C)sc3n(CC(=O)Nc3ccc(CC)cc3)c2=O)cc1	-1	102
Cc1cccc(C(=O)Nc2cccc(OCc3cc(=O)n4c(C)csc4n3)c2)c1	1.2	112
NC(=O)Oc1cccc2ccccc12	0	102
CN1C=CC(=C2C(=O)c3ccccc3C2=O)C=C1	-0.1	98
COC(=O)c1c(C)[nH]c(C(=O)OCC(=O)Nc2ccccc2)c1C	0.2	105
O=C(NCC1COc2ccccc2O1)c1ccc(NC(=O)C2CCCO2)cc1 (stereo not drawn)	0.1	100
Cn1cc(S(=O)(=O)N2CCCC2)cc1C(=O)N1CCC(Cc2ccccc2)CC1	-0.4	103
O=C(CCc1ccccc1)N1CCN(c2ccc(N3CCCCCC3)nn2)CC1	-2.1	97
CN=c1scc(C)n1/N=C/c1ccc2c(c1)OCO2	-0.6	102
COc1cc(NC(=O)Cn2cnc3sc(C)c(S(=O)(=O)N4CCC(C)CC4)c3c2=O)cc(OC)c1OC	0.3	106
O=C(OCCCN1C(=O)c2ccccc2C1=O)c1ccc(Cl)cc1Cl	-0.3	101
COc1cccc(NC(=O)c2oc3ccc(S(=O)(=O)N4CCCCCC4)cc3c2C)c1	-0.2	108
O=P(O)(CCc1ccccn1)CN1CCOCC1	0.2	104
CN(Cc1ccccc1)C(=O)COCc1cc(-c2ccco2)on1	0.4	102
CCOC(=O)c1cc(S(=O)(=O)N2CCCC2)cn1C	0.7	105
CNC(=O)c1cc(C)c(-c2ccccc2)s1	-0.2	100
O=C(NCc1cccc(Cl)c1)c1c2c(nc3ccccc13)C(=O)N(C1CCCCC1)C2	0.4	110
CCN(CC)CC(=O)Nc1ccc(Oc2ccc(NC(=O)CN(CC)CC)cc2)cc1	0.3	101
COC(=O)C1=C(C)NC(=O)C1(NS(=O)(=O)c1ccc(C)cc1)C(F)(F)F (stereo not drawn)	-0.4	99
CCOC(=O)C1C(=O)NC(N2CCN(CC)CC2)=NC1C(C)C (stereo not drawn)	0.5	103
COc1cc2c(C(=O)N3CCCCC3C)cn(C)c(=O)c2cc1OC (stereo not drawn)	0.3	102
Cn1cnnc1SCC(=O)c1ccc2c(c1)NC(=O)CO2	-0.1	102
O=C1NC2=C(C(=O)OC2)C(c2ccc(F)cc2)N1 (stereo not drawn)	0.7	102
CCCc1nnc(SCC(=O)c2ccccc2)o1	-1	98
CC1(C)CC(=O)C=C(Nc2ccc(N)cc2)C1	-1.1	99
Clc1ccc2nc(N3CCCC3)nc(-c3ccccc3)c2c1	-0.3	100
Cn1c(=O)c2ncnnc2n(C)c1=O	-13*	63*
Cc1ccc2[nH]c3c(=O)n(CC(=O)NCCc4ccc(Cl)cc4)ncc3c2c1	0.1	106

5 entries drawn at random from the list so far, as already listed:
structure	PV pol inh FP z-score	PV pol inh
COc1ccccc1N1CCN(CCCCNC(=O)c2ccco2)CC1	0	102
CN1CCN(CC(=O)N/N=C/c2ccc(F)c(F)c2)CC1	-0.3	98
CNCC(=O)N(C)c1c(N)n(Cc2ccccc2)c(=O)[nH]c1=O	0.2	104
CCCCn1c(SCc2nnc(-c3cccs3)o2)nc2cc(S(N)(=O)=O)ccc21	-1	98
Cc1ccc(C(C)C)c(OCCCCn2ccnc2)c1	-1.1	98

Remaining list, next part:
structure	PV pol inh FP z-score	PV pol inh
Cc1cc(-c2nn(C)c(=O)c3ccccc23)cc(C)c1OC(=O)Nc1ccc(Cl)cc1	0.5	108
O=c1cc(Cn2nnc(-c3ccc(Cl)cc3)n2)nc2sccn12	-0.5	97
CC(=O)c1ccc(NC(=O)CCc2c(C)nn(-c3ccc4nncn4n3)c2C)cc1	-0.3	106
CCOC(=O)CSc1nc(C#N)c(SCC(=O)OCC)s1	-0.2	101
c1ccc(-c2nnc(-c3ccncc3)o2)cc1	-0.2	99
CC1=C(C)C2C(=O)N=C(c3ccc(-c4ccc(C(=O)O)cc4)o3)N=C2S1 (stereo not drawn)	0.8	111
CCC(=O)NC1CC(=O)N(c2ccc(F)cc2)C1 (stereo not drawn)	-0.4	101
CCCCc1nc2ccccc2c(C(=O)O)c1C	-0.2	101
CCc1cccc2c3c([nH]c12)C(CC)(CC(=O)O)OCC3 (stereo not drawn)	0.5&-0.1	102&99
CCCNC(=O)CN1C(=O)COc2ccccc21	0.8	105
CCOC(=O)c1cc(-c2cc3ccccc3o2)n[nH]1	0.3	105
CCOC(=O)c1sc2nc(C)nc(SCc3nnc(-c4ccc(Cl)cc4)o3)c2c1C	1.8	113
Cc1cccc(-c2nnc(N(C(=O)C3CCC3)C(C)C)s2)c1	0.3	102
CCOC(=O)CNc1n[nH]c(N)n1	0.3	108
COc1ccccc1CNC(=O)CCCc1nnc2n(CC(C)C)c(=O)c3sccc3n12	0	115
Nc1cc(-c2ccccc2)nc2ccccc12	-2.1	95
Cc1nnc(NC(=O)CSc2nccn2-c2cccc(Cl)c2)s1	-1	103
COc1cc(C2c3c(oc4ccc(F)cc4c3=O)C(=O)N2CC2CCCO2)ccc1O (stereo not drawn)	-0.2	99
CCOc1ccc(NCc2cccn2-c2nnc(N3CCC(C(=O)NCC(C)c4ccccc4)CC3)s2)cc1 (stereo not drawn)	0.2	111
COc1ccc(CNC(=O)c2ccc(CNS(=O)(=O)c3ccc(F)cc3)cc2)cc1	-0.1	105
CC(C)CC(NC(=O)c1ccccc1Cl)C(=O)O (stereo not drawn)	-0.6	99
N#CCn1c(CN2CCN(c3cccc(C(F)(F)F)c3)CC2)nc2ccccc2c1=O	0	101
O=C(NC1CCCC1)c1ccc2c(c1)N(Cc1ccc(F)cc1)C(=O)c1ccccc1S2	0.3	107
CCc1nc2ccccc2c(NC(=O)CN2CCCCC2)c1C	0.5	104
Cc1cc(C(=O)CSc2nncs2)c(C)n1CC1COc2ccccc2O1 (stereo not drawn)	-0.1	102
CC(=O)n1c2ccccc2c2c(C#N)c(N3CCCCC3)sc21	0.8	104
Cc1ccc(Cn2c(=O)c3cccnc3n(Cc3ccc(F)cc3)c2=O)cc1	1.4	109
Cc1ccccc1CNC(=O)C1CCN(c2nnc(C)c3c(C)n(-c4ccccc4)nc23)CC1	1	113
Cc1ccc(C)c(N2CCN(C(=O)c3cc4c(=O)n(Cc5ccco5)ccc4nc3C)CC2)c1	0.3	107
CCOc1ccc(N2CC(NC(=O)c3ccco3)CC2=O)cc1 (stereo not drawn)	0.4	109
CCC(C(=O)NCc1ccccc1Cl)n1nc(C)c2sc3ccccc3c2c1=O (stereo not drawn)	0	109
Cc1c(-c2ccccc2)oc2c(C(=O)O)cccc2c1=O	-0.3	100
CC1CCCC(NC(=O)COC(=O)c2ccccc2O)C1C (stereo not drawn)	0.7	103
CCc1cccc(NC(=O)Cn2c(=O)n(-c3cccc(Cl)c3)c(=O)c3c2c2cc(C)ccc2n3C)c1	-0.1	105
NCCNC(=O)c1ccncc1	-0.8	100
NNC(=O)COc1ccccc1F	0	99
O=C(Nc1cccnc1)C12CC3CC(CC(C3)C1)C2	-0.6	99
O=C(CCc1nc2cccnc2n1Cc1ccccc1)N1CCCCC1	0	101
COc1ccc(S(=O)(=O)NCc2cccn2Cc2ccccc2C)cc1	0.8	102

Record cards, from the list above:
Entry for `O=C(Nc1cccnc1)C12CC3CC(CC(C3)C1)C2` : PV pol inh FP z-score = -0.6; PV pol inh = 99
Entry for `CCc1cccc(NC(=O)Cn2c(=O)n(-c3cccc(Cl)c3)c(=O)c3c2c2cc(C)ccc2n3C)c1` : PV pol inh FP z-score = -0.1; PV pol inh = 105
Entry for `COc1ccc(S(=O)(=O)NCc2cccn2Cc2ccccc2C)cc1` : PV pol inh FP z-score = 0.8; PV pol inh = 102

Screens: PubChem BioAssay, ICCB-Longwood Screening Facility, Harvard Medical School

These rows are one share of the data; the hit share may differ from the screen's.
